Screens (PubChem)
PolyA inh: polyadenylation inhibitors in yeast reporter cells, primary screen, luminescence, S. cerevisiae; 300,000 tested, 0.02% active; AID 1875, 2009; calls only at 12 µM; S. cerevisiae SKY197-pL101 polyadenylation reporter, beta-gal luminescence; efflux-impaired pdr1/pdr3 knockout yeast; score 100 = 6 SD above DMSO;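 active means lowest replicate activity score at least 50, where 100 means six control SD above control mean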;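 further: yeast exposed to compound for 9 h at 30 °C; higher score means more reporter readthrough which indicates perturbed polyadenylation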
KCNQ1 pot: potentiators or activators of KCNQ1 channel, primary screen, cell-based, thallium flux, high-throughput. B-score at 10 µM. CHO-K1 KCNQ1, thallium flux FluxOR fluorescence; stronger effect = higher value. 310,000 tested, 0.35% active. AID 2648, 2010. Potassium voltage-gated channel subfamily KQT member 1 (Homo sapiens), P51787;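 active means fluorescence ratio B-score, a plate-corrected score, at least three library SD, with initial intensity B-score within 5 SD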
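assay system = KCNQ1-transfected CHO-K1 cells | medium = assay buffer with matched DMSO | probe or stimulus = depolarizing K+/Tl+ stimulus, K2SO4 and Tl2SO4 each 12.5 mM in 5x stock | dosing = single dose | incubation = dye 90 min, compound 20 min, room temperature | detection = kinetic FluxOR fluorescence, 10 s baseline plus 110 s post-stimulus | evaluation = ratio B score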
KCNQ1 inh: inhibitors of human KCNQ1 channel, primary screen, cell-based, thallium flux, high-throughput | 310,000 tested, 1.3% active | B-score at 10 µM | AID 2642, 2010 | CHO-K1 KCNQ1, FluxOR thallium flux fluorescence; stronger effect = higher value;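 active means compounds whose thallium flux B-score, printed positive for inhibition, exceeds three library SD while starting fluorescence stays within three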;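 further: channel opened by potassium depolarization with thallium stimulus after 20 min compound exposure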
GSK3 alpha inh: blockers of GSK3A enzyme activity – biochemical, luminescence, cell-free homogeneous, HTS, primary screen. 320,000 tested, 0.1% active. Glycogen synthase kinase-3 alpha (Homo sapiens), P49840. inhibition, % at 10 µM. AID 2650, 2010. GSK-3 alpha kinase, ADP-Glo luminescence, 60 min;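 in the data active means inhibition above about 50%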;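 further: GST-tagged GSK-3 alpha with peptide substrate and 25 µM ATP; 0% = DMSO neutral wells and 100% = GW8510 positive control wells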
DYRK1A inh: rat Dyrk1A kinase inhibitors, primary screen, biochemical, single point, plate reader | Dual specificity tyrosine-phosphorylation-regulated kinase 1A (Rattus norvegicus), Q63470 | ADP-Glo luminescence, NFATc1 peptide | inhibition, % at 12.5 µM | 310,000 tested, 0.43% active; in the data active means inhibition above about 50%;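 further: plate controls were vehicle with enzyme for no effect and no enzyme for full effect; many of its hits are not listed in these tables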
RGS4 act: RGS4 potentiators or activators, primary screen, cell-based, HEK293 M3R inducible RGS4, calcium flux; carbachol calcium flux Fluo4; stronger effect = lower value; 310,000 tested, 0.92% active; B-score at 10 µM;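 active means B-score of the integrated calcium signal more than 4 SD below the library mean, with starting fluorescence not abnormally high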;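 further: negative B-score means reduced calcium response which marks RGS4 activation or potentiation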
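Detection: kinetic calcium fluorescence imaging with Fluo4-AM dye, 2 µM / Material: HEK293 cells with stable M3R and inducible RGS4 / Schedule: recording 10 s baseline at 1 Hz, 100 s post-agonist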
KCNK3 block: human KCNK3 channel inhibitors, primary screen, CHO cells, FluxOR thallium flux, B-score; FluxOR fluorescence; stronger effect = lower value; B-score at 10 µM; 340,000 tested, 0.84% active; AID 602410, 2012;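 active means B-score under library mean minus 4 SD, starting fluorescence ratio at most library mean plus 5 SD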;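 further: more negative B-score means stronger inhibition of thallium flux through KCNK3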
RGS4 block: RGS4 inhibitors, primary screen, cell-based, HEK293 M3R inducible RGS4, calcium flux; B-score at 10 µM; Fluo-4 calcium flux; stronger effect = higher value; triggered by carbachol at its EC20; 310,000 tested, 0.45% active;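 active means B-score, a plate-corrected calcium signal, over three deviations above library mean, with baseline fluorescence within five deviations of library mean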;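 further: RGS4 expression induced by doxycycline in cells with stable M3 receptor; B-score is computed from the integrated fluorescence ratio over baseline after carbachol; higher B-score means a larger calcium signal and so more RGS4 inhibition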
Target sequence (P49798 whole entry, looked up): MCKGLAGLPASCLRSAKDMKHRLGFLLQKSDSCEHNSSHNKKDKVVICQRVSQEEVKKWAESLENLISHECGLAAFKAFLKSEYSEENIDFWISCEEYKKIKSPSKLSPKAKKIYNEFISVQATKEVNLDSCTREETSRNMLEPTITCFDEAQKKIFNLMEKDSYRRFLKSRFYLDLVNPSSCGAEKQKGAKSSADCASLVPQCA
hERG rescue: hERG rescue from dofetilide block, primary screen, cell-based, CHO-hERG, FluxOR thallium flux, dofetilide IC70. dofetilide IC70 present. Voltage-gated inwardly rectifying potassium channel KCNH2 (Homo sapiens), Q12809. activation (rescue from dofetilide block), less the hit threshold, % at 10 µM. 310,000 tested, 0.51% active;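 active means activation above the mean of controls blocked by dofetilide plus 5 SD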;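 further: thallium influx through hERG after potassium depolarization seen as dye fluorescence rise; in these data hits start at about 4.7%; inactives centre near -7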
GSK3beta inhib: human GSK3beta kinase inhibitors, primary screen, biochemical, cell-free homogeneous, HTS | Glycogen synthase kinase-3 beta (Homo sapiens), P49841 | GST-GSK3beta kinase, ADP-Glo luminescence, 60 min; stronger effect = lower value | activity score (negative = inhibition), % at 10 µM | 300,000 tested, 0.038% active | AID 2097, 2009;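 active means more than half of replicate wells score below -50%, meaning over 50% inhibition versus plate controls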;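 further: 0% = median DMSO wells and -100% = median GW8510 positive control wells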
Target sequence (P49841 whole entry, looked up): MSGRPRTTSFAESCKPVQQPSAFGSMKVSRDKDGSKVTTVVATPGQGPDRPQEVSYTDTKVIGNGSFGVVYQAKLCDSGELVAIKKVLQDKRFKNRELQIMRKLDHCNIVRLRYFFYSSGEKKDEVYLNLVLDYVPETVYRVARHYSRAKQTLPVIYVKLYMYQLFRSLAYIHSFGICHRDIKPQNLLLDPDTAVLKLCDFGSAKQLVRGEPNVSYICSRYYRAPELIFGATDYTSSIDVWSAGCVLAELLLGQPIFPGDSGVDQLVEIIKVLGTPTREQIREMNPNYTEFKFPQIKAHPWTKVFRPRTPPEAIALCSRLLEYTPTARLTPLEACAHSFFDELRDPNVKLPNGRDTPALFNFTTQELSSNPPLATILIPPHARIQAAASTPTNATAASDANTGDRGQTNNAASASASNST
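Test system – GST-tagged human GSK3beta kinase, cell-free · Incubation – 60 min enzyme reaction, room temperature · Signal – ADP-Glo luminescence · Also added – peptide substrate and ATP at 25 µM · Controls – DMSO neutral wells and GW8510 at 20 µM as positive · Buffer or medium – Tris/MgCl2 kinase buffer · Measure – Luminescence-derived activity versus plate DMSO and GW8510 wells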
KCNK9 block: KCNK9 potassium channel inhibitors, primary screen, HEK293 cells, thallium flux. FluxOR thallium flux fluorescence; stronger effect = lower value. 310,000 tested, 1.2% active. Potassium channel subfamily K member 9 (Homo sapiens), Q9NPC2. AID 488922, 2010. B-score at 10 µM;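 active means ratio B-score over 3 SD below the library mean, with starting fluorescence within 5 SD of its mean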;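 further: negative B-score means less thallium flux so channel inhibition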
Target sequence (Q9NPC2 whole entry, looked up): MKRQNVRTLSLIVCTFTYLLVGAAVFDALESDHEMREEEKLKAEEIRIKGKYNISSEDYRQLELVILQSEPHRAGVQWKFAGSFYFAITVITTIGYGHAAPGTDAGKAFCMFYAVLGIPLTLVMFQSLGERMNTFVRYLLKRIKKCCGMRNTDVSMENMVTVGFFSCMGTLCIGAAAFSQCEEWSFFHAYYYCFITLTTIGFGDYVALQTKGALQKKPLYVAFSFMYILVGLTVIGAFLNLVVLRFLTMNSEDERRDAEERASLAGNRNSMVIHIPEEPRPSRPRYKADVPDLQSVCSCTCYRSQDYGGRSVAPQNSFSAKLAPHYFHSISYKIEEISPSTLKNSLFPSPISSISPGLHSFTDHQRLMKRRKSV
Starred values were filed as active, the others as inactive; i = inactive; . = not tested or not shown.

SMILES | PolyA inh | KCNQ1 pot | KCNQ1 inh | GSK3 alpha inh | DYRK1A inh | RGS4 act | KCNK3 block | RGS4 block | hERG rescue | GSK3beta inhib | KCNK9 block
COc1ccc(/C=N/n2cnn(Cc3ccccc3Cl)c2=S)cc1 | i | i | i | 0.7 | -0.9 | i | i | i | -13.9 | 1.4 | i
CC(C)NC(=O)NC(=O)COC(=O)C1(C)CC1(Cl)Cl (stereo not drawn) | i | i | i | -3.2 | . | i | i | i | -7.1 | 0.7 | i
Cn1c(SCC(=O)c2ccccc2)nnc1-c1ccccn1 | i | i | i | 2.2 | 4.8 | i | i | i | -7.7 | 0.3 | i
CC(C)(C)NC(=O)CSc1nc(-c2ccccc2)c(-c2ccccc2)[nH]1 | i | i | i | 1.2 | 24.4 | i | i | i | -8.8 | 1.0 | i
CCc1c(C)nc2ncnn2c1N1CCC(C(=O)NCc2cccs2)CC1 | i | i | i | 4.3 | -2.3 | i | i | i | -13.6 | -3.1 | i
COc1cccc(OCc2nnc(SCC(=O)NCc3ccco3)n2CCc2ccccc2)c1 | i | i | i | -3.5 | 4.7 | i | i | i | -26.0 | 1.1 | i
Cc1ccc(C(=O)CSc2nnc(C)s2)cc1 | i | i | i | . | -3.5 | i | i | i | -4.0 | -1.5 | i
CC(=O)N1CCN(CC(=O)Nc2sccc2C#N)CC1 | i | i | i | -2.4 | . | i | i | i | -3.9 | 3.3 | i
CC1CN(C(=O)C2CCCC2)C(C)CN1C(=O)C1CCCC1 (stereo not drawn) | i | i | i | 0.2 | -4.0 | i | i | i | -3.1 | 2.7 | i
CCOc1ccc(NC(=O)CSc2nc3[nH]ncc3c(=O)n2-c2ccccc2OC)cc1 | i | i | i | 8.4 | -22.9 | i | i | i | -6.8 | 5.1 | i
COc1ccc(C(=O)c2ccc(OC)c(OC)c2)cc1OC | i | i | i | . | 1.4 | i | i | i | -9.3 | -0.2 | i
COc1cc(/C=C2\SC(=S)N(N3CCOCC3)C2=O)cc(OC)c1OC | i | i | i | -0.4 | -3.2 | i | i | i | -9.3 | -1.7 | i
CCC12CN3CC(CC)(CN(C1)C31C(=O)N(C)c3ccc(C)cc31)C2=O (stereo not drawn) | i | i | i | -0.8 | -0.1 | i | i | i | -7.7 | -3.3 | i
Cc1ccc(NC(=O)c2nc[nH]c2C(=O)N2CCC(C)CC2)cc1 | i | i | i | -0.8 | 0.2 | i | i | i | -7.8 | 0.7 | i
CCOc1c(OC)cc(C2C(C#N)=C(N)Oc3n[nH]c(-c4ccncc4)c32)cc1OC (stereo not drawn) | i | i | i | . | 2.0 | i | i | i | -5.4 | 1.5 | i
COC(=O)c1ccc(Sc2ccc(Cl)cc2)c(N)c1 | i | i | i | -2.7 | 4.0 | i | i | i | -14.7 | -0.5 | i
O=C(COC(=O)/C=C/c1ccccc1)Nc1ccccc1Br | i | i | i | -1.4 | -4.4 | i | i | i | -6.9 | -2.1 | i
O=C(CC(=O)c1ccccc1O)c1ccc(F)cc1 | i | i | i | -2.5 | -4.0 | i | i | i | -3.0 | 2.3 | i
COc1ccc(S(=O)(=O)N(C)c2ccc(C(=O)Nc3cccnc3)cc2)cc1OC | i | i | i | 0.9 | 8.6 | i | i | i | -8.8 | -4.5 | i
COC(=O)C1=C(C(=O)OC)[C@@H]2Nc3ccccc3[C@@]23C[C@@H](C(=O)OC)N(C(=O)c2ccc(Br)cc2)C3=N1 | i | i | i | . | . | i | . | i | -2.7 | -1.1 | i
CC(=O)N1c2ccc(S(=O)(=O)CCC(=O)O)cc2CC1C (stereo not drawn) | i | i | i | 1.5 | 0.1 | i | i | i | -6.1 | -3.3 | i
O=C(NNC(=S)Nc1ccccc1Cl)C1CC1 | i | i | i | -0.6 | -4.1 | i | i | i | 0.2 | -3.0 | i
Cc1cc(C)c(S(=O)(=O)N2CCC(C(=O)NCc3ccco3)CC2)c(C)c1 | i | i | i | -1.7 | -0.3 | i | i | i | -15.8 | 2.7 | i
CCOc1ccc(N2CC(C(=O)Nc3cccc(C)c3C)CC2=O)cc1 (stereo not drawn) | i | i | i | -2.0 | -0.6 | i | i | i | -6.0 | -0.3 | i
CC(C)=CC(=O)N1CCCC(N2CCN(c3ccccc3C)CC2)C1 (stereo not drawn) | i | i | i | -3.2 | -3.3 | i | i | i | -4.9 | 0.5 | i

Overlap with the part before: 2 compounds; new compounds follow.
SMILES | PolyA inh | KCNQ1 pot | KCNQ1 inh | GSK3 alpha inh | DYRK1A inh | RGS4 act | KCNK3 block | RGS4 block | hERG rescue | GSK3beta inhib | KCNK9 block
CCOc1ccc(N2CC(C(=O)Nc3cccc(C)c3C)CC2=O)cc1 (stereo not drawn) | i | i | i | -2.0 | -0.6 | i | i | i | -6.0 | -0.3 | i
CC(C)=CC(=O)N1CCCC(N2CCN(c3ccccc3C)CC2)C1 (stereo not drawn) | i | i | i | -3.2 | -3.3 | i | i | i | -4.9 | 0.5 | i
Cc1cc(OC(=O)c2cccc(Cl)c2)c([N+](=O)[O-])c(=O)[nH]1 | i | i | i | -1.0 | 3.2 | i | i | i | -6.3 | 3.2 | i
Cn1c(=O)c(C(=O)NNC(=O)c2cccc(Cl)c2)c(O)c2ccccc21 | i | i | i | -1.1 | 1.9 | i | i | i | -14.2 | -3.3 | i
O=C(O)c1ccc(F)c(S(=O)(=O)Nc2ccccc2)c1 | i | i | i | -1.4 | 1.1 | i | i | i | -13.8 | 6.3 | i
COc1cccc(/C=N/n2nnnc2N)c1 | i | i | i | -0.1 | 10.8 | i | i | i | -1.7 | -3.7 | i
CCNC(=S)N1CCC(C(=O)c2ccc3c(c2)OCCO3)CC1 | i | i | i | -0.7 | -2.4 | i | i | i | -3.7 | 3.0 | i
O=C(Nc1ccc(C(F)(F)F)cc1)C1CCN(c2cnccn2)CC1 | i | i | i | -0.2 | 2.6 | i | i | i | -8.2 | -5.7 | i
Cc1ccc(/C=N/n2cnc3sc(C)c(C)c3c2=O)o1 | i | i | i | -0.6 | 3.3 | i | i | i | -8.8 | -1.8 | i
CC(=O)/C(=N/Nc1ccccc1[N+](=O)[O-])N1CCCc2ccccc21 | i | i | 7* | -1.6 | . | -11* | i | i | -8.5 | 2.5 | -7.09*
CC(C)=NN1C(c2nonc2N)=NOC1(C)C | i | i | i | 4.9 | . | i | i | i | -7.0 | 0.4 | i
CC(=O)NC(=S)Nc1ccc(NC(=S)NC(=O)c2cccs2)cc1 | i | i | i | -0.6 | 5.7 | i | i | i | -1.8 | -2.1 | i
O=C(O)CCCC(=O)N1CCc2cc(S(=O)(=O)NCc3ccccc3)ccc21 | i | i | i | 1.0 | 0.6 | i | i | i | -1.9 | -3.7 | i
OC1(c2ccccc2)CN(c2ccccc2)C2=[N+]1CCS2 (stereo not drawn) | i | i | i | -0.8 | -3.2 | i | i | i | -5.6 | -1.8 | i
COC(=O)c1ccc(Cl)c(NC(=O)CN2CCN(C)CC2)c1 | i | i | i | . | 12.7 | i | i | i | -6.6 | -1.9 | i
CCC(C)NC(=O)CCCc1ccccc1 (stereo not drawn) | i | i | i | -2.9 | 4.9 | i | i | i | -5.3 | 0.6 | i
O=C(OCC(=O)N1CCCC1)c1ccc(NS(=O)(=O)c2cccs2)cc1O | i | i | i | 1.7 | -0.2 | i | i | i | -6.3 | 3.5 | i
CC(c1ccccc1)n1c(S(=O)(=O)O)nc2ccccc21 (stereo not drawn) | i | i | i | -1.2 | -0.5 | i | i | i | -16.5 | 0.2 | i
O=[N+]([O-])c1ccc(-c2ncc(-c3ccc(Br)cc3)o2)cc1 | i | i | i | -1.8 | 1.4 | i | i | i | -7.7 | -1.1 | i
CCCc1[nH]nc2c1C(c1cn[nH]c1-c1ccc(F)cc1)C(C#N)=C(N)O2 (stereo not drawn) | i | i | i | 8.3 | -3.2 | i | i | 16.4* | -6.9 | 2.5 | i
Cc1nc(NC(=O)C2CC2)sc1C(=O)NC1CCCCC1 | i | i | i | -1.2 | -4.9 | i | i | i | -8.2 | -4.9 | i
COc1ccccc1N(CC(=O)N1CCC(C(N)=O)CC1)S(=O)(=O)c1ccccc1 | i | i | i | 1.9 | 5.0 | i | i | i | -5.7 | 3.2 | i
O=C(Cc1ccccc1)Nc1ccc(Br)c(Cl)c1 | i | i | i | 0.3 | 8.8 | i | i | i | -7.4 | 3.5 | i
CC(NC(=O)N1CCOCC1)c1ccccc1 (stereo not drawn) | i | i | i | -0.9 | 0.4 | i | i | i | -9.0 | -1.0 | i
O=C(NCc1cccs1)c1ccccc1[N+](=O)[O-] | i | i | i | -1.9 | 6.1 | i | i | i | -3.8 | 1.3 | i
O=C(CSc1ncccn1)NC(=O)NCc1ccco1 | i | i | i | -1.0 | 0.7 | i | i | i | -7.6 | -3.1 | i
COc1ccccc1NC(=O)CCc1nc2sc3c(c2c(=O)[nH]1)CCCC3 | i | i | i | 0.1 | 8.8 | i | i | i | -17.0 | 1.7 | i
CN(C)N1C(N)=C(C#N)C(c2cccs2)C2=C1CC(C)(C)CC2=O (stereo not drawn) | i | i | i | 5.0 | 0.4 | i | i | i | -8.1 | 0.4 | i
COc1ccc(C(=O)NCCONC(=O)c2ccc(OC)cc2)cc1 | i | i | i | 0.2 | 4.7 | i | i | i | -7.9 | -0.3 | i

This is a subset (hit frequency here may not be typical).
